Compound activity (PubChem BioAssay)
Statin myotox sup = suppressors of statin myotoxicity in C2C12 myotubes, primary screen, cell-based, single point, plate reader. C2C12 myotubes + simvastatin, ATP luminescence, 48 h; scaled: DMSO 0, geranylgeraniol control 100. rescue of ATP level, % at 7.49 µM. 0.78% of 330,000 active. AID 602340, 2012;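 active = mean ATP rescue above about 67%, or every replicate alone reaching that limit, limit read from the data, passing the limit was not always enough; inconclusive = no clear call, values can overlap the other calls; inactive = mean under the limit and some replicate under it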;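 note: myotubes were challenged with 10 µM simvastatin during compound exposure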
SIRT5 inh = SIRT5 desuccinylase inhibitors, primary screen, biochemical, fluorescence imaging, single point, set 5 | Purified SirT5, succinyl-peptide AMC, trypsin-coupled fluorescence | 1.1% of 330,000 active | AID 652115, 2013 | inhibition, % at 15 µM; in the data active = inhibition above about 15%; inconclusive = no clear call, values can overlap the other calls
Target sequence (Q9NXA8 whole entry, looked up): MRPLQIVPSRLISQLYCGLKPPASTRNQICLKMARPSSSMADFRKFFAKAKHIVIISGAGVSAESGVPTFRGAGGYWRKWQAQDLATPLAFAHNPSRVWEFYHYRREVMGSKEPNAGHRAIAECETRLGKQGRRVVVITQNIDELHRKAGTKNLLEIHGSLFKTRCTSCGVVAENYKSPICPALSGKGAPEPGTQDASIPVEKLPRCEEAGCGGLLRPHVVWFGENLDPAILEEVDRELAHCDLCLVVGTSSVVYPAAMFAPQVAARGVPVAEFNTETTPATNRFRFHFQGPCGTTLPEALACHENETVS
ERp5 inh = inhibitors of ERp5-driven insulin aggregation, primary screen, biochemical, turbidity, absorbance 650 nm, single point | inhibition, % at 9.99 µM | AID 651711, 2012 | 0.05% of 350,000 active | 90 min;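 active = mean replicate inhibition above about 25%, with every replicate also reaching it, limit read from the data, passing the limit was not always enough; inconclusive = only one of those two criteria met; inactive = neither criterion met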
S100A4 MyoIIA = inhibitors of S100A4-myosin IIA peptide binding, primary screen, biochemical, fluorescence polarization, TAMRA-MyoIIA peptide. inhibition, % at 10.7 µM. Protein S100-A4 (Homo sapiens), P26447. AID 652163, 2013. 0.14% of 360,000 active;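 active = mean inhibition of at least 70% across replicates, with every replicate also reaching that level; inconclusive = mean inhibition reaches 70% but some replicates fall short; inactive = mean inhibition below 70%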
Target sequence (P26447 whole entry, looked up): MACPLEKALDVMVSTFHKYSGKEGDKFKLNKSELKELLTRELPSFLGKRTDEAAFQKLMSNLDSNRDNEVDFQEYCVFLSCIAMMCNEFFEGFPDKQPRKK
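Material: S100A4 monomer protein / Buffer or medium: 50 mM HEPES pH 7.2, 10 mM CaCl2, 100 mM KCl / Times: 5 min incubation before reading / Benchmarks: neutral control DMSO, positive control TFP / Reagent: labelled myosin peptide probe, 5 nM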
PglD DTNB = C. jejuni PglD acetyltransferase inhibitors, primary screen, biochemical, DTNB colorimetric, single point; inhibition, % at 12.5 µM; purified PglD enzyme, DTNB colorimetric CoA detection; UDP-N-acetylbacillosamine N-acetyltransferase PglD (Campylobacter jejuni); AID 602405, 2012; 0.098% of 360,000 active; in the data active = inhibition above about 16%, passing the limit was not always enough; inconclusive = no clear call, values can overlap the other calls; note: strong numbers were not always called active
E-sel inducer = E-selectin induction in HUVECs, primary screen, imaging, HUVEC, immunofluorescence imaging, single point. 0.37% of 260,000 active. AID 686992, 2013. activation, % at 7.58 µM. normalized: neutral wells 0, TNF-alpha wells 100;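 active = mean E-selectin-positive cell signal at least 10% of the positive control, reached in at least 60% of replicates, without over 20% cell loss; inconclusive = no rule given, readout overlaps actives, possibly toxicity-flagged; inactive = the rest, including those meeting only one limit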;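 note: in these data hits start at about 27%; measured in HUVEC primary endothelial cells; signal is the percent of cells scored E-selectin positive by PE staining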
Target sequence (P16581 whole entry, looked up): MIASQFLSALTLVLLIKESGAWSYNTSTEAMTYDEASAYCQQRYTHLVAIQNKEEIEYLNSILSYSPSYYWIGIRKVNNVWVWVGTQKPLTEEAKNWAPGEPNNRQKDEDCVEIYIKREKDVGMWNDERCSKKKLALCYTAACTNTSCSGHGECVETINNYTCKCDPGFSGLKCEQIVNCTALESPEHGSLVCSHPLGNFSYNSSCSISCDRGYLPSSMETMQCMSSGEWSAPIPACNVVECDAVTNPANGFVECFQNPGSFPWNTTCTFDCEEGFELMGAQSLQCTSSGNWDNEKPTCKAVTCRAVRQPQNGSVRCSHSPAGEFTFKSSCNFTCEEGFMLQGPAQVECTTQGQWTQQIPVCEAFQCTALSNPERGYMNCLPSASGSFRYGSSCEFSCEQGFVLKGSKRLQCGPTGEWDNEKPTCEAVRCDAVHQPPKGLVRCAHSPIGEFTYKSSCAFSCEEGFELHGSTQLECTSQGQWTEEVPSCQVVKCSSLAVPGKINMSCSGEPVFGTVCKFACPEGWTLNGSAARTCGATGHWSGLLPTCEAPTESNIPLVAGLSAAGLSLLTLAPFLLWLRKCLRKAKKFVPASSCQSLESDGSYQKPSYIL
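material = human umbilical vein endothelial cells (HUVEC), E-selectin induction | quantity = 3,000 cells/well | medium = EGM-2 growth medium on 0.1% gelatin-coated wells | technique = immunofluorescence imaging | read-out basis = % PE-positive cells | control set = TNF-alpha positive control, DMSO neutral control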
DENV2 CPE = inhibitors of DENV2 cytopathic effect, primary screen, cell-based, plate reader, single concentration; DENV2-infected cells, cytopathic effect rescue; CPE inhibition, % at 9.99 µM; 1.7% of 350,000 active; in the data active = CPE inhibition above about 20%, passing the limit was not always enough; inconclusive = no clear call, values can overlap the other calls; tested in BHK-21 cells;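 note: 0% = median of neutral control wells and 100% = median of positive control wells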
Starred values were filed as active, the others as inactive; ? = inconclusive; . = not tested or not shown. The list is partial. The share of hits here may be higher or lower than overall.

1: O=C(C[C@@H]1C[C@@H]2c3cc(NC(=O)C4CCC4)ccc3O[C@@H]2[C@@H](CO)O1)NCc1cccnc1
2: CNC(=O)C[C@@H]1CC[C@@H]2[C@H](COC[C@H](O)CN2C(=O)c2ccccn2)O1
3: Clc1ccc(CNc2ccc3nnc(-c4ccccc4)n3n2)cc1
4: O=[N+]([O-])c1ccc2nc(NN=Cc3ccc(O)cc3)sc2c1
5: CCc1csc(CCNC(=O)C2CCC(=O)N(CCc3cccc(F)c3)C2)n1 (centres undefined)
6: NC(=O)N1CCN(CCCN2c3ccccc3Sc3cc(Cl)ccc32)CC1
7: Cc1ccccc1S(=O)(=O)Cc1ccc(C(=O)NCCN(Cc2ccccc2)C(C)C)o1
8: O=C(Nc1ccccc1F)N1CC(=O)N2[C@H](C1)[C@H](c1ccc(C#CC3CCCC3)cc1)[C@@H]2CO

assay / entry	1	2	3	4	5	6	7	8
Statin myotox sup	6	9	-2	47	-2	14	3	.
SIRT5 inh	-2	-1	-3	.	0	.	-2	9
ERp5 inh	-12	-2	2	1	28*	-2	4	-1
S100A4 MyoIIA	4	1	-4	-1	-1	1	5	-10
PglD DTNB	2	-1	-8	4	1	6	7	.
E-sel inducer	-0.1	0.0	-0.2	.	0.0	-0.4	0.1	0.4
DENV2 CPE	1	69*	-6	-3	0	5	?	5

9: O=C(COC(=O)C1CCC(=O)N1)Nc1ccccc1Br (centres undefined)
10: OC(COCc1ccc(Cl)cc1)CN1CCCCC1 (centres undefined)
11: Cc1ccc(-c2c(C#N)c(N)n(-c3ccc(Cl)cc3)c(=O)c2C#N)cc1
12: CCSC1=C(C#N)C(c2cccs2)C(C(=O)OC)=C(C)N1 (centres undefined)
13: COC(=O)C1=CN(Cc2ccccc2)C=C(C(=O)OC)C1c1cc(F)ccc1F
14: Oc1c(Cl)cc(Oc2cc(Cl)c(O)c(CN3CCOCC3)c2)cc1CN1CCOCC1
15: CN1C(=O)c2cc(NC(=O)Cc3ccccc3)ccc2OC[C@@H]2O[C@@H](CC(=O)NCc3ccc(Cl)cc3)CC[C@@H]21
16: COc1ccc(C)cc1NC(=O)CSc1nc2ccccc2nc1N1CC(C)OC(C)C1 (centres undefined)

assay / entry	9	10	11	12	13	14	15	16
Statin myotox sup	10	6	-9	-28	12	-3	27	9
SIRT5 inh	-7	-6	-2	-4	-35	4	.	2
ERp5 inh	-1	-2	0	4	-2	10	.	5
S100A4 MyoIIA	-27	-6	-1	7	-5	-5	.	-6
PglD DTNB	8	2	2	-5	-7	2	0	-2
E-sel inducer	1.6	.	2.0	.	.	-3.4	0.1	-0.1
DENV2 CPE	-4	5	3	.	3	-14	4	6

17: C[C@@H](O)C#Cc1ccc([C@@H]2[C@@H](CO)N3CCCCN(C(=O)Nc4ccccc4)C[C@@H]23)cc1
18: CCOC(=O)c1sc(=S)n2c1[nH]c(=O)c1ccc(C(=O)OC)cc12
19: COc1cccc(/C=C2\CCC(C3CCCC3)C2=O)c1 (centres undefined)
20: O=C(C[C@@H]1C[C@@H]2c3cc(NC(=O)Nc4ccccc4F)ccc3O[C@@H]2[C@H](CO)O1)NCc1ccncc1
21: O=C(OCC(=O)N1CCCc2ccccc21)c1c(F)cccc1F
22: COc1ccc(C(=O)OCC(=O)NCC2CCCCC2)cc1F
23: Cc1ccc(OCCn2cc(/C=C/C(=O)O)c3ccccc32)cc1
24: CN(C(=O)COC(=O)CCc1c[nH]c2ccccc12)c1ccccc1

assay / entry	17	18	19	20	21	22	23	24
Statin myotox sup	-16	4	-2	4	-1	-1	-14	-3
SIRT5 inh	2	.	-4	1	-2	0	4	5
ERp5 inh	1	.	-1	-5	3	2	?	5
S100A4 MyoIIA	1	.	0	0	-12	18	-1	2
PglD DTNB	7	2	-5	0	4	5	-2	-6
E-sel inducer	-0.1	-0.7	0.0	-0.3	1.1	-3.4	.	0.1
DENV2 CPE	?	.	3	17	0	5	1	7

25: C[C@@H]1CN([C@@H](C)CO)C(=O)c2cc(-c3ccccc3F)cnc2O[C@@H]1CN(C)Cc1ccccc1
26: Clc1ccc(-c2noc(CN(Cc3ccccn3)CC3CCCO3)n2)cc1 (centres undefined)
27: Cc1cc(Br)c(NC(=O)Cn2c([N+](=O)[O-])cnc2C)cc1C
28: O=C(O)C/C(=C\c1cc2c(cc1Br)OCO2)c1nc2ccccc2s1
29: O=C(Nc1cccc(Cl)c1)N[C@@H]1CC[C@H](CCn2cc(Cc3ccccc3)nn2)O[C@H]1CO
30: O=C(Nc1ccc2c(c1)OCO2)c1ccc(S(=O)(=O)N2CCCC2)cc1
31: CCCOc1ccc(C(=O)c2ccccc2C(=O)OC2CCOC2=O)cc1OCCC (centres undefined)
32: O=C(O)Cc1ccc(Oc2ncc(C(F)(F)F)cc2Cl)cc1

assay / entry	25	26	27	28	29	30	31	32
Statin myotox sup	11	.	18	3	5	.	7	17
SIRT5 inh	-1	-2	-1	2	2	1	0	1
ERp5 inh	-5	-1	-2	-4	2	2	1	0
S100A4 MyoIIA	6	-8	3	-6	-5	2	-12	6
PglD DTNB	3	.	-2	2	3	.	-1	9
E-sel inducer	-0.1	.	.	.	0.1	1.7	1.2	-1.0
DENV2 CPE	19	0	1	?	-1	7	3	2

In a second layout: entries from further up
28	O=C(O)C/C(=C\c1cc2c(cc1Br)OCO2)c1nc2ccccc2s1
  Statin myotox sup: 3	SIRT5 inh: 2	ERp5 inh: -4	S100A4 MyoIIA: -6	PglD DTNB: 2	E-sel inducer: .	DENV2 CPE: ?

29	O=C(Nc1cccc(Cl)c1)N[C@@H]1CC[C@H](CCn2cc(Cc3ccccc3)nn2)O[C@H]1CO
  Statin myotox sup: 5	SIRT5 inh: 2	ERp5 inh: 2	S100A4 MyoIIA: -5	PglD DTNB: 3	E-sel inducer: 0.1	DENV2 CPE: -1

30	O=C(Nc1ccc2c(c1)OCO2)c1ccc(S(=O)(=O)N2CCCC2)cc1
  Statin myotox sup: .	SIRT5 inh: 1	ERp5 inh: 2	S100A4 MyoIIA: 2	PglD DTNB: .	E-sel inducer: 1.7	DENV2 CPE: 7

31	CCCOc1ccc(C(=O)c2ccccc2C(=O)OC2CCOC2=O)cc1OCCC (centres undefined)
  Statin myotox sup: 7	SIRT5 inh: 0	ERp5 inh: 1	S100A4 MyoIIA: -12	PglD DTNB: -1	E-sel inducer: 1.2	DENV2 CPE: 3

Carrying on.
33: CCOc1ccccc1CNC(=O)CCc1cn(CC)c2ccccc12
34: O=C(Cc1ccc(F)cc1)N1CCC(CC2CC(c3ccc(Cl)cc3)=NO2)(C(=O)NCC2CCCCC2)CC1 (centres undefined)
35: C[C@H]1CCC(=O)N([C@H](CC#N)Cc2ccccc2)CC1
36: O=C(NC[C@@H]1[C@H](c2ccccc2)[C@H](CO)N1CC1CCCC1)c1ccncc1
37: C[C@@H]1CN([C@H](C)CO)C(=O)c2cc(NS(=O)(=O)c3cn(C)cn3)ccc2O[C@H]1CN(C)C(=O)NC1CCCCC1
38: Cc1ccc(SC(C)C(=O)NCCC2=CCCCC2)cc1 (centres undefined)
39: CC(C)CC[n+]1ccn(-c2nc3ccccc3nc2[N-]S(=O)(=O)c2ccc(Cl)cc2)c1
40: O=C(NC1CCCc2c1cnn2-c1ccccc1F)c1ccccn1 (centres undefined)

assay / entry	33	34	35	36	37	38	39	40
Statin myotox sup	-6	.	6	3	-32	.	10	-13
SIRT5 inh	-4	.	-1	.	-2	0	-4	-1
ERp5 inh	2	0	4	.	-7	2	6	-14
S100A4 MyoIIA	-4	-2	-3	.	3	1	2	-4
PglD DTNB	3	0	2	1	-1	3	-6	-2
E-sel inducer	0.2	0.0	.	-0.1	-0.1	-1.3	0.8	.
DENV2 CPE	4	?	-8	.	.	0	1	-1

41: COC(=O)c1ccccc1S(=O)(=O)NNC(=O)Nc1ccccc1
42: O=C(CNc1ccc(F)cc1F)NC(=O)NCc1ccco1
43: COC(=O)C(C(=O)OC)c1ccc(N)cc1
44: C/C=C/c1ccccc1[C@@H]1[C@@H](CO)N(S(=O)(=O)c2cccc(F)c2)[C@H]1C#N
45: CCc1n[nH]c(=S)n1/N=C/c1ccc(N(C)c2ccccc2)cc1
46: Cc1c(Br)ccc(NC(=O)c2ccccc2[N+](=O)[O-])c1C
47: CCCCn1c(N)c(N(CCC(C)C)C(=O)C2=NN(c3cc(C)ccc3C)C(=O)CC2)c(=O)[nH]c1=O
48: O=C(CCC(C(=O)c1ccccc1)c1ccccc1)c1ccccc1 (centres undefined)

assay / entry	41	42	43	44	45	46	47	48
Statin myotox sup	-5	-5	6	.	19	-11	6	.
SIRT5 inh	-4	-5	-9	2	-3	-3	-1	.
ERp5 inh	-3	-3	3	3	5	-7	-6	-1
S100A4 MyoIIA	-1	-2	-9	15	40	1	1	1
PglD DTNB	-1	6	-7	.	7	0	2	1
E-sel inducer	-0.1	3.0	1.6	-0.1	5.1	-0.2	.	0.3
DENV2 CPE	1	-1	-11	-14	7	-3	-1	5

49: CC(C)(C)NC(=O)CN(Cc1cccs1)C(=O)CNS(=O)(=O)c1ccc(F)cc1
50: CCCN1CCC(=O)N([C@H](CN=[N+]=[N-])CC(C)C)CC1
51: CC(C)Oc1cccc(C(=O)C2CCCN(C(=O)c3ccnn3C)C2)c1 (centres undefined)
52: COc1cccc(-c2ncc3ccccc3c2COC(=O)N2CCCCC2)c1
53: CCCN(C)C[C@H]1OCCCC[C@@H](C)Oc2ccc(NC(=O)CCCN(C)C)cc2C(=O)N([C@H](C)CO)C[C@H]1C
54: CCOc1ccc2cc(S(=O)(=O)N3CCN(C)CC3)ccc2c1
55: COc1cc(OC)cc(-c2noc(-c3csc([C@H]4C[C@H](O)[C@@H](CO)O4)n3)n2)c1
56: CCCNC(=O)C[C@@H]1CC[C@H]2[C@@H](COc3ccc(NC(=O)CC)cc3C(=O)N2C)O1

assay / entry	49	50	51	52	53	54	55	56
Statin myotox sup	.	-9	.	-11	-11	.	0	-5
SIRT5 inh	-2	.	-1	.	-2	-4	-6	4
ERp5 inh	-3	-1	5	-4	3	7	-5	1
S100A4 MyoIIA	2	-3	-3	-2	5	0	-6	6
PglD DTNB	.	4	.	-3	1	2	1	0
E-sel inducer	.	.	.	0.0	0.1	.	.	2.1
DENV2 CPE	-1	3	-1	-8	-8	.	-3	-4

57: COc1cc(OC)cc(-c2c(Sc3ccccc3)c3cc(-c4ccc(OC)c(OC)c4)ccc3n2C)c1
58: CCCNC(=O)C[C@H]1CC[C@@H]2[C@@H](COc3ccc(NC(=O)Nc4ccccc4)cc3C(=O)N2C)O1
59: Cc1[nH]c2ccccc2c1/C=N\NC(=O)CNc1ccc2c(c1)OCO2
60: CCN(CC(=O)Nc1c(F)cccc1F)C(=O)CCNC(=O)c1ccccc1OC
61: C[C@H]1CN([C@@H](C)CO)C(=O)c2cc(C3=CCCCC3)cnc2O[C@@H]1CN(C)CC1CCCC1
62: C[C@@H]1CN([C@H](C)CO)C(=O)Cc2cc(NC(=O)Nc3ccc(C(F)(F)F)cc3)ccc2O[C@H]1CN(C)C(=O)Nc1ccc2c(c1)OCO2

assay / entry	57	58	59	60	61	62
Statin myotox sup	.	2	6	4	0	.
SIRT5 inh	-5	.	0	-3	0	5
ERp5 inh	3	.	0	2	-168	3
S100A4 MyoIIA	-2	.	-1	1	3	-2
PglD DTNB	.	1	7	-3	2	.
E-sel inducer	0.0	0.1	.	2.5	0.3	-9.3
DENV2 CPE	-13	5	-7	-12	19	-3
